High-throughput results (PubChem)
Lipid droplet = modulators of hepatic lipid droplet formation; AML12 mouse hepatocytes, oleate lipid droplets, BODIPY imaging; inhibition, % at 6.5 µM; 240,000 compounds, 0.4% hits; AID 1656;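 active means lipid droplet intensity inhibited by at least 50%, with more than 500 cells counted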
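Test system: AML12 mouse liver cells; schedule: overnight exposure; technique: high-content imaging of BODIPY-stained droplets and DAPI nuclei; read-out: % inhibition of corrected integrated BODIPY droplet signal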
NS5 inhibitors = Dengue-2 NS5 methyltransferase inhibitors, primary screen, biochemical, confirmation dose response (AID 588689) | Dengue-2 NS5 methyltransferase capping enzyme assay, biochemical; higher % means a stronger effect | one-dose inhibition, % at 25 µM; IC50 in µM for titrated hits | 340,000 compounds, 0.3% hits; in the data active means a potency from the dose series
SIAH1 antagonists = Siah-1 peptide-binding antagonists, primary screen, biochemical, fluorescence polarization, rhodamine-plectin, uHTS (AID 1817); Siah-1 / rhodamine-plectin peptide fluorescence polarization; higher % means a stronger effect; displacement, % at 20 µM, or IC50 in µM where a hit was titrated; 290,000 compounds, 0.02% hits;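 active means displacement of at least 50% at 20 µM, with a fluorescence ratio check between 0.3 and a set limit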;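 further: plate controls were Siah plus tracer with DMSO for no effect and tracer alone without Siah for full effect; strong numbers were not always called active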
HIV fusion peptide = cell-free HIV fusion peptide-binding blockers – biochemical, uHTS, fluorescence dequenching, primary screen (AID 1986); one-dose inhibition, % at 20 µM; IC50 in µM for titrated hits; 290,000 compounds, 0.3% hits; cell-free peptide binding, fluorescence dequenching, 30 min; higher % means a stronger effect; in the data active means inhibition mostly above about 52%, no sharp cut-off; inactive means mostly below about 76%; further: some results filed as inactive read as strong as hits
AID2073 = inhibitors of Mint1-CaV2.2 protein interaction, biochemical, HTRF (AID 2073); 290,000 compounds, 0.19% hits; HTRF protein-protein interaction, Mint1-CaV2.2; higher % means a stronger effect; one-dose inhibition, % at 20 µM; IC50 in µM for titrated hits; in the data active means inhibition mostly above about 51%, no sharp cut-off; further: some results filed as inactive read as strong as hits
Myeloid diff 2 = promotes myeloid progenitor differentiation | ER-HoxA9 myeloid progenitors, lysozyme-GFP differentiation, flow cytometry | calls only at 10 µM | 360,000 compounds, 1% hits;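 active means normalized GFP-positive differentiation at or above the plate's own cutoff, the solvent-only control mean plus 3 SD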;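 further: cells exposed to compound for four days before flow analysis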
LYP phosphatase = PTPN22 lymphoid phosphatase activity blockers – biochemical, fluorescence intensity, uHTS (AID 1779) | inhibition, % at 11.5 µM, or IC50 in µM where a hit was titrated | 290,000 compounds, 0.054% hits | recombinant LYP phosphatase, fluorescence intensity; higher % means a stronger effect;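 further: plate controls were vehicle with enzyme for no effect and no enzyme for full effect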
XIAP antagonists = XIAP antagonists, biochemical, IAP family, fluorescence polarization (AID 1018); XIAP BIR domain, fluorescence polarization peptide displacement; higher % means a stronger effect; displacement, % at 20 µM, or IC50 in µM where a hit was titrated; 200,000 compounds, 0.007% hits; in the data active means displacement above about 50%; further: a part of the inactive calls stands beside numbers as strong as those of hits
HEK293 NOD2/NF-kB = inhibition of NOD2-driven NF-kB reporter – cell-based, luminescence, uHTS, HEK293 (AID 1566). HEK293 NOD2/NF-kB luciferase reporter, luminescence; higher % means a stronger effect. inhibition, % at 4 µM, or EC50 in µM where a hit was titrated. 290,000 compounds, 0.63% hits; further: many of its hits are not listed in these tables
Lipid droplet cells 6.5 µM = further read-out of Lipid droplet, marked with its call; cell count; measured here: cell count, cytotoxicity flag;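 cells counted across two imaged fields per well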
Myeloid diff 2 GFP+ MAC1+ % = second read-out of Myeloid diff 2, no call of its own (marks repeat the call); GFP+ MAC1+ double positive, %; measured here: differentiation confirmed by MAC1 staining
* hit, by the source's call; i = inactive; · = no result given; + = active, no number. Unless noted, no stated cut-off is given here; in the data, active means inhibition above about 50%; inactive means the rest. Not all compounds are listed. The share of hits here may be higher or lower than overall.

Below each SMILES: XIAP antagonists	Myeloid diff 2 GFP+ MAC1+ %	NS5 inhibitors	Myeloid diff 2	HEK293 NOD2/NF-kB	Lipid droplet	LYP phosphatase	SIAH1 antagonists	HIV fusion peptide	AID2073	Lipid droplet cells 6.5 µM
CCOC(=O)C1C(=O)NC(N2CCN(CC)CC2)=NC1c1ccccc1 (centres undefined)
  -3.9%	0.2	0.8%	i	13.4%	3.2	-1.9%	4.6%	-0.6%	-0.4%	639
O=C(/C=N/O)NCc1ccncc1
  3.3%	0.5	3.4%	i	7.2%	22.1	-0.2%	2.2%	1.1%	-3.1%	698
COc1ccc(Nc2nc3c([nH]2)c(=O)[nH]c(=O)n3C)cc1
  -14.6%	0.4	-11.0%	i	21.9%	13.6	-0.1%	1.8%	-1.3%	-23.6%	677
Cc1ccccc1CNC(=O)c1ccc2nc(N3CCOCC3)sc2c1
  ·	2.0	-5.6%	i	17.3%	34.5	-7.7%	13.5%	1.1%	-4.2%	740
CC(C)C[C@H](N)c1nnc(S(=O)(=O)Cc2ccc(F)cc2)o1
  -2.7%	0.8	-34.0%	i	12.6%	·	-6.5%	-6.8%	-2.1%	44.9%	·
Cc1ccc(S(=O)(=O)c2c(C)cc(C)nc2Cl)cc1
  -6.3%	0.8	-6.9%	i	4.8%	-3.7	0.7%	0.4%	-1.6%	14.0%	618
Cc1cccc(NC(=O)C2c3ccccc3Oc3ccccc32)n1
  -1.0%	0.5	-0.9%	i	5.7%	-8.4	-5.8%	-2.3%	-0.6%	-2.8%	694
Cc1ccc2[nH]c(CN3CCC(CO)(CC4CCCCO4)CC3)c(C)c2c1 (centres undefined)
  -2.6%	0.4	-11.8%	i	-34.4%	5.9	-7.2%	-2.4%	1.5%	-2.3%	730
Cc1ccc(NC(=O)CC2SC(=NCC3CCCO3)NC2=O)cc1Cl (centres undefined)
  -5.3%	0.5	-2.9%	i	9.4%	-44.7	-2.0%	2.2%	1.8%	2.4%	667
O=C(Nc1ccc(-c2n[nH]c(=S)o2)cc1)c1ccccc1
  ·	0.8	-5.9%	i	-22.4%	-5.0	2.2%	0.1%	3.7%	1.2%	795

Limited to Lipid droplet, for some of the entries so far:
molecule | Lipid droplet
O=C(Nc1ccc(-c2n[nH]c(=S)o2)cc1)c1ccccc1 | -5.0
Cc1ccccc1CNC(=O)c1ccc2nc(N3CCOCC3)sc2c1 | 34.5
CCOC(=O)C1C(=O)NC(N2CCN(CC)CC2)=NC1c1ccccc1 (centres undefined) | 3.2
Cc1ccc(NC(=O)CC2SC(=NCC3CCCO3)NC2=O)cc1Cl (centres undefined) | -44.7
Cc1cccc(NC(=O)C2c3ccccc3Oc3ccccc32)n1 | -8.4

(listing goes on)
Below each SMILES: XIAP antagonists	Myeloid diff 2 GFP+ MAC1+ %	NS5 inhibitors	Myeloid diff 2	HEK293 NOD2/NF-kB	Lipid droplet	LYP phosphatase	SIAH1 antagonists	HIV fusion peptide	AID2073	Lipid droplet cells 6.5 µM
CCOc1ccccc1CNC(=O)Cn1ccc2cc(S(=O)(=O)N3CCC(C)CC3)ccc21
  ·	4.3	-0.9%	i	15.3%	3.9	-6.6%	0.6%	1.1%	7.4%	680
CCC(C)N(C(=O)COC(=O)c1cn(CC)c2nc(C)ccc2c1=O)C1CCS(=O)(=O)C1 (centres undefined)
  -6.1%	1.1	-77.3%	i	-2.3%	·	-2.5%	1.3%	8.3%	6.0%	·
O=C(Nc1ncn[nH]1)c1cccc(S(=O)(=O)N2CCOCC2)c1
  -2.9%	0.1	-4.4%	i	3.3%	10.6	-0.1%	-2.6%	-1.8%	-2.8%	730
O=C(NCc1cc(C(F)(F)F)cc(C(F)(F)F)c1)C1CC(c2cccc([N+](=O)[O-])c2)=NO1 (centres undefined)
  -4.3%	1.1	-1.6%	i	-57.0%	·	5.7%	-3.7%	1.6%	15.8%	·
Cc1cc(C)n(C(=O)c2cccc(S(=O)(=O)N3CCOCC3)c2)n1
  -2.1%	0.3	4.8%	i	-20.8%	-10.1	1.5%	-6.5%	-2.7%	-0.4%	704
CC(C)N(C(=O)Cn1c(SCC(=O)NCc2ccc3c(c2)OCO3)nc2ccccc21)C(C)C
  -3.9%	1.2	-9.7%	i	13.1%	-11.4	-1.5%	-1.2%	3.0%	3.8%	726
O=C(Nc1ccc2c(c1)CCCN2C(=O)c1ccccc1)c1ccccc1
  ·	1.4	-9.3%	i	7.8%	-8.6	-8.3%	10.5%	-1.3%	-6.6%	777
Cc1ccnc(NC(=O)CCC2CCCCC2)c1
  -3.2%	0.6	-1.3%	i	-87.9%	2.1	-9.3%	4.6%	-1.0%	0.6%	708
O=C1CC(C(=O)Nc2ccccc2)C2(CCCC2)O1 (centres undefined)
  -3.7%	1.8*	-0.8%	+	9.4%	-7.2	-2.1%	0.0%	-0.1%	2.5%	640
O=[N+]([O-])c1ccc(N2CCNCC2)cc1NCc1cccnc1
  -9.6%	1.0	-5.9%	i	1.9%	3.5	-4.8%	-10.0%	-1.3%	-8.6%	675

A different layout for some results above:
SMILES	XIAP antagonists	Myeloid diff 2 GFP+ MAC1+ %	NS5 inhibitors	Myeloid diff 2	HEK293 NOD2/NF-kB	Lipid droplet	LYP phosphatase	SIAH1 antagonists	HIV fusion peptide	AID2073	Lipid droplet cells 6.5 µM
CC(C)N(C(=O)Cn1c(SCC(=O)NCc2ccc3c(c2)OCO3)nc2ccccc21)C(C)C	-3.9%	1.2	-9.7%	i	13.1%	-11.4	-1.5%	-1.2%	3.0%	3.8%	726
O=C(Nc1ccc2c(c1)CCCN2C(=O)c1ccccc1)c1ccccc1	·	1.4	-9.3%	i	7.8%	-8.6	-8.3%	10.5%	-1.3%	-6.6%	777
Cc1ccnc(NC(=O)CCC2CCCCC2)c1	-3.2%	0.6	-1.3%	i	-87.9%	2.1	-9.3%	4.6%	-1.0%	0.6%	708
O=C1CC(C(=O)Nc2ccccc2)C2(CCCC2)O1 (centres undefined)	-3.7%	1.8*	-0.8%	+	9.4%	-7.2	-2.1%	0.0%	-0.1%	2.5%	640

Following part
Below each SMILES: XIAP antagonists	Myeloid diff 2 GFP+ MAC1+ %	NS5 inhibitors	Myeloid diff 2	HEK293 NOD2/NF-kB	Lipid droplet	LYP phosphatase	SIAH1 antagonists	HIV fusion peptide	AID2073	Lipid droplet cells 6.5 µM
CCOC(=O)c1sc(=NC(=O)c2cccc(OC)c2)n(C)c1C
  -5.3%	1.8	-7.2%	i	-38.0%	·	-10.9%	0.0%	-1.3%	3.4%	·
c1ccn2cc(CSC3=NCCS3)nc2c1
  -7.6%	0.9	0.5%	i	-35.6%	·	-8.5%	-2.5%	-1.6%	0.0%	·
NS(=O)(=O)c1ccc(NC2=CC(=O)C(=O)c3ccccc32)cc1
  ·	1.4	39µM*	i	13.4%	1.1	6.8%	13.9%	-0.8%	-7.3%	814
CCOC(=O)N1CCC(N(C(=O)Nc2ccc(CC)cc2)C(C)CC)CC1 (centres undefined)
  -6.9%	10.9	-2.0%	i	3.2%	·	-2.1%	-0.1%	0.2%	14.2%	·
COc1ccc(-c2noc(CCCC(=O)Nc3ccc(C(N)=O)cc3)n2)cc1OC
  ·	0.5	1.6%	i	-37.9%	9.6	-4.3%	-2.3%	0.2%	6.3%	726
CC(C)COC(=O)NCCCOC(=O)Nc1ccccc1
  -0.6%	1.0	-2.8%	i	3.2%	·	-6.2%	-2.7%	-0.4%	-6.3%	·
CCOc1ccc2nc(NC(=O)CSc3cn[nH]n3)sc2c1
  ·	1.0	-5.9%	i	-42.6%	33.5	-3.0%	0.2%	-0.2%	2.5%	839
O=c1c2ccccc2n2c(-c3ccc(F)cc3)nnc2n1Cc1ccccc1
  -7.5%	0.7	-3.6%	i	3.4%	-13.4	-3.1%	-6.5%	-2.6%	2.4%	604
O=C(O)Cc1ccc(C(=O)c2ccc(Cl)cc2Cl)s1
  2.3%	0.5	-10.0%	i	-4.0%	-4.2	2.9%	-6.9%	-0.5%	13.0%	686
O=c1[nH][nH]c(-c2ccccc2)c1C=Nc1ccc(C(F)(F)F)cc1
  -4.0%	0.1	8.9%	i	-5.5%	0.9	-1.4%	10.1%	-1.4%	7.5%	668
CC(C)C(C(=O)Nc1ccc2c(c1)OCCO2)N1C(=O)c2ccccc2C1=O (centres undefined)
  0.3%	1.1	-4.8%	i	0.5%	1.6	-1.4%	2.8%	2.0%	-4.4%	705
COc1ccc(-c2cc(C(=O)NCCN3CCOCC3)c3cc(C(C)C)ccc3n2)cc1
  ·	3.3	-9.6%	i	36.7%	3.8	-7.7%	5.4%	-0.7%	35.8%	707
CCCCn1c(=O)c(CCC(=O)OCC(=O)NC(=O)NCCOC)nc2ccccc21
  -4.2%	0.7	-6.3%	i	-3.6%	3.0	-6.5%	-1.1%	1.7%	2.8%	703
O=C(c1ccc2nc(Cc3ccccc3F)oc2c1)N1CCCC1
  ·	0.5	5.9%	i	-48.8%	-22.1	-8.8%	7.0%	1.3%	12.0%	626
O=C(O)c1nc(NCc2ccccc2)ncc1Cl
  ·	1.1	1.9%	i	-39.2%	-2.1	-5.4%	-2.0%	1.2%	5.4%	849
Cc1cc(C(=O)NNS(=O)(=O)c2ccccc2C(F)(F)F)nn1C(C)(C)C
  ·	0.3	-5.5%	i	-2.3%	-0.4	-9.5%	-0.2%	-0.5%	6.7%	707
CCOc1ccc(C)cc1S(=O)(=O)n1ccc(C)n1
  3.8%	0.6	-8.2%	i	-25.7%	-0.2	-7.8%	4.3%	0.2%	6.9%	725
O=C(CCc1ccccc1)NNC(=O)c1cccc(F)c1
  -8.6%	0.4	3.7%	i	-5.4%	-0.1	-1.9%	0.1%	-0.2%	2.0%	729
O=C(Cc1ccccc1)Nc1cccc(-c2nnc(-c3ccco3)o2)c1
  -5.6%	0.4	-6.2%	i	-8.2%	·	0.1%	-7.5%	-1.7%	10.0%	·
COc1ccc(C(=O)C[n+]2ccc3c(c2)nnn3-c2ccccc2)cc1
  -9.0%	2.0*	-9.0%	+	3.0%	9.6	2.2%	1.6%	8.2%	-1.3%	684
O=C(C[n+]1ccccc1)N/N=C/c1ccc(Cl)c(Cl)c1
  ·	0.2	3.9%	i	12.7%	34.7	-7.5%	7.5%	0.4%	6.9%	781
Cc1ccc(N2CN(Cc3cccnc3)CNC2=S)c(C)c1
  -9.4%	0.3	0.0%	i	7.7%	0.2	-6.0%	1.6%	-0.3%	-1.3%	644
C/C(=N/NC(=O)CN1CCN(Cc2ccccc2Cl)CC1)c1cccs1
  ·	0.3	·	i	20.0%	-27.2	-3.8%	2.0%	-0.1%	3.2%	722
O=C(Cn1c(=O)oc2cc(S(=O)(=O)N3CCCC3)ccc21)NC1CCCCC1
  ·	1.6	-0.7%	i	-8.2%	-4.1	-4.8%	4.3%	10.3%	-5.4%	722
